Rtt109 Vps75: inhibitors of C. albicans Rtt109/Vps75 HAT, primary screen, biochemical, ThioGlo CoA-SH fluorescence, plate reader | AID 540336, 2011 | purified Rtt109/Vps75, 4 h | 330,000 compounds, 0.16% hits | inhibition, % at 34.9 µM | Histone acetyltransferase RTT109 (Candida albicans (strain SC5314 / ATCC MYA-2876)), …;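 active = inhibition of at least 50% in every replicate; inconclusive = best replicate reaches 50% inhibition but some replicates fall short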
Target sequence (Q5AAJ8 whole entry, looked up): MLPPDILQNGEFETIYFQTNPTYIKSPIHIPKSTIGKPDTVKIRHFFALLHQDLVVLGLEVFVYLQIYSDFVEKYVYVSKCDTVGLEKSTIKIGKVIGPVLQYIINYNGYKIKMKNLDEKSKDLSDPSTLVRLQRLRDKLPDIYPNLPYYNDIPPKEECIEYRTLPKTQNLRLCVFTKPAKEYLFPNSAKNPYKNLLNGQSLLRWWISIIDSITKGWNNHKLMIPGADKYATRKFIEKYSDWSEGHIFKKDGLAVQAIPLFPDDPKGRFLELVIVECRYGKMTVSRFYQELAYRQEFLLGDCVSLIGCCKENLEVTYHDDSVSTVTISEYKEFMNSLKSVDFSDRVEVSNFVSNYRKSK
MITF TRPM1 HTS: activators of MITF-driven TRPM1 promoter reporter, primary screen, cell-based, SK-MEL-5, luciferase, single point | SK-MEL-5 TRPM1-promoter luciferase, 24 h; % of positive control, neutral wells = 0 | activation, % at 12.5 µM | 300,000 compounds, 0.75% hits;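 active = mean activation of at least 80% with every replicate also reaching 80%; inconclusive = mean reaches 80% but some replicate falls short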;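 note: 0% = neutral control wells and 100% = parthenolide positive control wells; values of inactives mirror those of a sister screen read the other way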
Wnt bcat act: Wnt/beta-catenin pathway activators, primary screen, cell-based, plate reader, single point; Wnt/beta-catenin reporter cell assay, activator; activation, % at 9.35 µM; 300,000 compounds, 1.2% hits; in the data active = activation above about 30%, passing the limit was not always enough; inconclusive = no clear call, values can overlap the other calls;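 note: 0% = neutral control wells and 100% = positive control wells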
V-ATPase pHluor: regulators of yeast V-ATPase proton pumping, primary screen, pHLuorin cytosolic pH fluorescence; S. cerevisiae; response, % at 10 µM; 350,000 compounds, 0.37% hits; AID 504577, 2011; in the data active = response mostly above about 7.3%, no sharp cut-off; inactive = mostly below about 5.4%; note: actives read high; inactives centre near 0; some compounds called inactive have numbers as strong as hits
CDK5 p35 inh: inhibitors of human CDK5/p35 kinase, primary screen, biochemical, single concentration; Recombinant CDK5/p35, ADP-Glo luminescence, 60 min; Cyclin-dependent kinase 5 (Homo sapiens) + Cyclin-dependent kinase 5 activator 1 (Homo …; 330,000 compounds, 0.01% hits; inhibition, % at 10 µM;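 active = highest replicate inhibition of at least 50% and at least 75% of replicates reaching 50%; inconclusive = only one of the two criteria met; inactive = both criteria failed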;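 note: plate controls were DMSO neutral control for no effect and GW8510 at 10 µM for full effect; many of its hits are not listed in these tables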
RTF Ca sens act: cardiac RTF calcium sensitivity activators, primary screen, biochemical, IANBD-TnC fluorescence, EC20 calcium; Troponin I, cardiac muscle (Homo sapiens) + Troponin T, cardiac muscle (Homo sapiens) + …; IANBD-labeled TnC RTF fluorescence at EC20 calcium; 0% EC20 calcium, 100% full calcium; activation, % at 7.2 µM; 340,000 compounds, 0.24% hits; AID 493008, 2010;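 active = activation above the mean over all tested compounds plus 3 SD, cut at about 30% in these data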;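 note: rise in fluorescence read as greater calcium sensitivity of cardiac thin filaments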
Tat transport: E. coli Tat export inhibitors, primary screen, MC4100, TorA-mCherry reporter, fluorescence, single point; inhibition, % at 10 µM; 340,000 compounds, 0.036% hits; AID 488895, 2010;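 active = mean replicate inhibition at least 50% and at least half of replicates individually reaching 50%; inconclusive = only one of the two criteria met; inactive = neither criterion met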;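 note: exported cargo escapes ClpAP degradation while cytoplasmic cargo is degraded and loses fluorescence; 0% = median of neutral control wells and 100% = median of NaSCN control wells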
CAL PDZ FP-1: untagged CAL PDZ binding inhibitors, primary screen, biochemical, fluorescence polarization, HTS. 300,000 compounds, 0.92% hits. inhibition, % at 24.9 µM. Golgi-associated PDZ and coiled-coil motif-containing protein (Homo sapiens), Q9HD26. purified CAL PDZ, TMR-peptide fluorescence polarization, 1 h. AID 602252, 2012;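 active = mean inhibition of at least 30% with at least half of replicates also reaching 30%; inconclusive = no clear call, values can overlap the other calls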;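 note: 0% = DMSO neutral control and 100% = excess unlabeled competitor peptide PRC23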
dFosB act: activators of delta FosB homodimer, primary screen, biochemical, fluorescence polarization, TAMRA-CDK5 oligo, single point; purified delta FosB; percent of positive-control signal above neutral wells; Protein FosB (Mus musculus), P13346; 340,000 compounds, 0.99% hits; activation, % at 25 µM;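 active = mean activation above about 17%, with every replicate also reaching it, limit read from the data, passing the limit was not always enough; inconclusive = only one of the two conditions met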;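 note: fluorescence polarization rise as delta FosB binds a TAMRA Cdk5 AP-1 oligo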
Target sequence (P13346 whole entry, looked up): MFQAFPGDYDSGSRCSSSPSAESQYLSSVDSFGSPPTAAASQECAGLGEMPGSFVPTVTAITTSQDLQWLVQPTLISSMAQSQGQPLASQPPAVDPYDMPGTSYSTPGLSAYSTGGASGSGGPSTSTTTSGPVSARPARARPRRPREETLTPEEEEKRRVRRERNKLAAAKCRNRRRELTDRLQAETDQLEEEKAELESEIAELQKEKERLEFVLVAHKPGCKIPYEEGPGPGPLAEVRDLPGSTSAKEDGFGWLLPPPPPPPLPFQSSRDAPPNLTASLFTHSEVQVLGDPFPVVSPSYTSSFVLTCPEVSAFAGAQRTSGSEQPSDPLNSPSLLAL
CAL PDZ FP-2: CAL PDZ peptide-binding inhibitors, primary screen, biochemical, fluorescence polarization, Cer-tagged CAL PDZ, HTS | inhibition, % at 20 µM | AID 504414, 2011 | Golgi-associated PDZ and coiled-coil motif-containing protein (Homo sapiens), Q9HD26 | 330,000 compounds, 0.02% hits | purified CAL PDZ, TMR-peptide fluorescence polarization, 1 h;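 active = highest replicate inhibition of at least 40%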;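 note: plate controls were DMSO neutral control wells for no effect and unlabeled competitor peptide control wells for full effect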
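Read-out basis: mP drop reported as inhibition | Assay system: Tagged CAL PDZ protein CerCALP, purified | Benchmarks: Unlabelled peptide for full inhibition, DMSO wells as neutral | Schedule: 1 h incubation at room temperature before polarization reading | Buffer or medium: Sodium phosphate/NaCl buffer pH 7.4 with TCEP, IgG, Thesit | Doses: Single point, 20 µM | Measured by: Fluorescence polarization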
Numbers without * were called inactive; ? = inconclusive; · = not tested or not shown.

Molecule	Rtt109 Vps75	MITF TRPM1 HTS	Wnt bcat act	V-ATPase pHluor	CDK5 p35 inh	RTF Ca sens act	Tat transport	CAL PDZ FP-1	dFosB act	CAL PDZ FP-2
O=C(O)c1c2c(nc3ccccc13)-c1ccccc1CC2	-7	-3	-1	2	-1.3	9	-5	·	-9	0.0
O=C(NC(=S)Nc1ccc(S(=O)(=O)Nc2ncccn2)cc1)c1ccc(Br)cc1	2	7	12	0	-0.2	-6	-7	-3	-7	-1.6
Cc1ccc(C(=O)Nc2ccccc2C(=O)NC(Cc2ccccc2)C(=O)O)cc1 (stereo unspecified)	-9	3	2	2	0.2	0	0	-2	-3	-1.1
Cc1nn(C)c(C)c1C1C(C#N)=C(N)Oc2n[nH]c(C)c21 (stereo unspecified)	1	13	1	3	0.4	-1	-14	-1	-1	-1.1
O=C(NC1CCCCCCC1)c1cccs1	3	42	9	-2	-3.7	2	0	-1	-6	0.7
COc1ccc(S(=O)(=O)N2CCC3(CC2)CC(=O)c2ccccc2O3)cc1OC	·	-6	2	-1	1.5	-2	0	1	-3	-1.2
c1ccc(Oc2ccc(-c3ccnc4nc(N5CCN(c6ccccc6)CC5)nn34)cc2)cc1	-1	·	·	-3	3.9	4	-4	1	0	-1.2
CCCOC(=O)c1c(NC(=O)/C=C/c2cnn(C)c2C)sc(C(=O)OC)c1C	7	30	-4	-3	0.5	-1	2	·	-13	-2.0
CCN(CC(=O)NCc1ccc(F)cc1)C(=O)COc1ccc2ccccc2c1	3	3	·	0	1.5	-11	3	-2	0	-1.8
N#Cc1c(NC(=O)c2ccc(-c3ccccc3[N+](=O)[O-])o2)sc2c1CCCC2	3	16	·	-3	1.8	-3	-2	3	-4	0.7
Cc1cccc(-n2c(SCC(=O)NCc3ccco3)nnc2-c2ccco2)c1	1	5	-5	-4	4.3	2	-2	-1	-10	0.1
CNC(=O)c1[nH]cnc1C(=O)Nc1ccc(F)cc1	5	-6	-2	-2	0.8	3	-6	1	-1	0.2
CSc1nc2cc(Cl)ccc2s1	-2	10	-2	0	-1.9	-2	5	1	2	-1.1
CC(C)CNc1cc(Cl)c(S(=O)(=O)NCC(C)C)cc1C(=O)O	19	-4	·	-2	-1.9	-2	5	·	6	-1.6
O=C(NCc1ccccc1)C(Cc1ccccc1)N1C(=O)C2C3CCC(C3)C2C1=O (stereo unspecified)	4	-12	·	1	-1.4	0	-4	·	-7	-0.9
CC(=O)Nc1ccc(Nc2c3ccccc3nc3ccccc23)cc1	·	-59	-1	-1	-1.6	-4	-18	-2	107*	-1.3
C=CCNC(=O)C1CC2Cn3c(nc4cc(Cl)c(Cl)cc43)C2N1C (stereo unspecified)	-46	13	1	3	0.2	-4	1	-5	2	-1.1
CC(C)CC(=O)N1CCC(N(CCc2ccccc2)Cc2ccccc2)CC1	4	·	-5	-3	-0.5	-3	-8	-6	0	0.3
CCCN(C(=O)c1ccc(-n2cncn2)c([N+](=O)[O-])c1)C1CCS(=O)(=O)C1 (stereo unspecified)	4	-1	3	-3	0.3	7	18	-2	0	0.6
CCN(CC(=O)Nc1ccc2c(c1)OCCO2)c1ccc(S(=O)(=O)N2CCOCC2)cn1	-2	7	-11	0	-0.7	0	0	29	-10	-6.6
COc1cc(-c2nnc(SCC(=O)N3CCOCC3)o2)cc(OC)c1OC	6	-1	1	-1	0.3	-2	-4	2	-4	-0.5
Cc1cc(C(=O)NN=Cc2c(C)[nH]c3ccccc23)c(C)o1	14	-21	5	-3	0.2	8	-1	-4	-11	-0.3
CCn1ncc(Br)c1C(=O)Nc1ccccc1C(=O)OC	8	-1	-9	-8	-0.1	-3	4	-1	-6	-0.8
O=C(Nc1ccccc1F)c1ccc(OCc2ccccc2)cc1	1	78	6	0	1.2	0	16	-7	?	0.3
CCCC1NC(=S)NC(C)=C1C(C)=O (stereo unspecified)	-8	-8	0	-4	-2.8	8	25	-3	0	-11
COc1ccccc1C(=O)NNC(=O)C(=O)Nc1ccc(C)cc1	-1	3	-3	0	1.0	1	0	-9	-9	-0.3
CCOc1ccccc1NC(=O)CSc1c(C)n[nH]c1C	4	-5	-1	0	-0.4	7	2	1	4	0.1
Cc1nc([N+](=O)[O-])c(Br)n1Cc1ccccc1	8	·	-2	-3	-0.1	-2	-4	5	-2	-1.7
Cc1cc(C)c(NC(=O)CN2C(=O)NC3(CCCCC3)C2=O)c(C)c1	8	2	-1	0	0.4	-2	-6	0	-4	-0.5
COc1cc(OC)cc(C(=O)NNC(=O)CNC(=O)c2cccs2)c1	2	-13	-1	4	1.1	2	6	3	-4	0.7
C=CCn1c(SC(C)C(=O)NC2CC2)nnc1-c1ccoc1C (stereo unspecified)	-11	12	1	2	0.6	5	-6	-3	-5	-0.4
O=S(=O)(c1ccccc1)c1cnn(-c2ccccc2)c1-c1ccc(F)cc1	8	·	·	-5	-1.7	-4	0	-4	-5	-0.9
Cc1cc(C)nc(SCC(=O)N2CCC(C(N)=O)CC2)n1	·	-4	0	0	0.3	1	2	-1	0	-2.8
O=C(NCCCn1ccnc1)c1ccc(NS(=O)(=O)c2cccc([N+](=O)[O-])c2)cc1	5	5	0	0	-0.1	-2	5	1	-2	-2.0
COc1ccc(NC(=O)/C(C#N)=C/c2ccc(-c3ccc(Cl)c(C(=O)O)c3)o2)cc1	10	·	-1	2	6.1	3	-6	-2	-6	-4.4
CCC(NC(=O)Cc1c(C)c2cc3c(cc2oc1=O)OC(C)(C)CC3)C(=O)O (stereo unspecified)	-13	·	13	-3	-1.1	2	-9	-2	5	-0.2
CCCN(CCC)c1nc2ccccc2n2c(C)nnc12	20	·	-1	-1	-0.3	3	-3	6	-11	-3.3
CC(=O)n1cc([C@H]2C=C(C(=O)N3CCN(Cc4ccccc4)CC3)O[C@@H](OCc3ccc(CO)cc3)C2)c2ccccc21	-7	4	-8	3	1.2	9	9	-2	-1	0.0
COC(=O)[C@H]1C[C@@H]1[C@H](NC(=O)c1cccnc1)c1ccccc1	-11	0	-2	-2	1.2	1	3	0	-4	1.2
COCCn1nnnc1C(c1ccccc1OC)N1CCc2ccccc2C1 (stereo unspecified)	2	18	4	0	-0.2	4	-7	3	-9	-1.5
Oc1ccccc1CNc1ccc2c(c1)OCCO2	-6	26	7	0	2.5	9	1	-2	-4	-3.0
COc1ccc(-c2[nH]ncc2C2N=C(N)Nc3nc4ccccc4n32)cc1 (stereo unspecified)	8	5	-1	5	-1.0	5	-8	-4	-1	15
CCOc1ccc(NC(=O)CN2CCN(CC(=O)Nc3cc(OC)cc(OC)c3)CC2)cc1	9	·	-2	9	-4.5	-2	10	-2	-2	-1.1
O=C(CCS(=O)(=O)c1ccc(Cl)cc1)N1CCN(c2ccccc2F)CC1	-5	20	0	-5	0.1	6	2	1	-2	-1.1
Cn1c(=O)c2c(nc(OCc3ccccc3)n2C)n(C)c1=O	0	·	-5	2	0.2	3	2	·	0	-2.0
CCSc1nc(=S)n(Cc2ccccc2)c(C)c1C(C)=O	2	9	-2	-3	-1.9	6	-144	-2	-5	-0.2
CCN(CC)CCCN1C(=O)CSC1c1ccc2c(c1)OCO2 (stereo unspecified)	-9	2	·	-6	-1.8	-2	-14	·	-3	-0.8

Two entries from above, field by field:
COCCn1nnnc1C(c1ccccc1OC)N1CCc2ccccc2C1 (stereo unspecified)
  Rtt109 Vps75 = 2
  MITF TRPM1 HTS = 18
  Wnt bcat act = 4
  V-ATPase pHluor = 0
  CDK5 p35 inh = -0.2
  RTF Ca sens act = 4
  Tat transport = -7
  CAL PDZ FP-1 = 3
  dFosB act = -9
  CAL PDZ FP-2 = -1.5

COc1ccc(-c2[nH]ncc2C2N=C(N)Nc3nc4ccccc4n32)cc1 (stereo unspecified)
  Rtt109 Vps75 = 8
  MITF TRPM1 HTS = 5
  Wnt bcat act = -1
  V-ATPase pHluor = 5
  CDK5 p35 inh = -1.0
  RTF Ca sens act = 5
  Tat transport = -8
  CAL PDZ FP-1 = -4
  dFosB act = -1
  CAL PDZ FP-2 = 15

3 structures out of the list, ordered by heavy-atom count, descending:
Molecule	Rtt109 Vps75	MITF TRPM1 HTS	Wnt bcat act	V-ATPase pHluor	CDK5 p35 inh	RTF Ca sens act	Tat transport	CAL PDZ FP-1	dFosB act	CAL PDZ FP-2
CC(=O)n1cc([C@H]2C=C(C(=O)N3CCN(Cc4ccccc4)CC3)O[C@@H](OCc3ccc(CO)cc3)C2)c2ccccc21	-7	4	-8	3	1.2	9	9	-2	-1	0.0
COc1ccc(NC(=O)/C(C#N)=C/c2ccc(-c3ccc(Cl)c(C(=O)O)c3)o2)cc1	10	·	-1	2	6.1	3	-6	-2	-6	-4.4
COc1ccc(-c2[nH]ncc2C2N=C(N)Nc3nc4ccccc4n32)cc1 (stereo unspecified)	8	5	-1	5	-1.0	5	-8	-4	-1	15

Screens as filed in PubChem.
